TDP43 rescue = inhibitors of TDP-43 toxicity in yeast; TDP-43 expressing yeast growth rescue, BacTiter-Glo, 24 h; Potency, µM (top dose mostly 46.1 µM), inactives show at the top dose growth rescue (activation), hits mostly activators; 410,000 compounds, 1.8% hits; AID 652104; note: potency is the fitted concentration of half-maximal effect; % of control where 0% means no effect; nearly all actives have a fitted effect of over 50% in size
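Yeast cells expressing TDP-43 under galactose induction are exposed to compounds for 24 hr at 30 deg C. BacTiter-Glo luminescence measures growth, so protective compounds score as activators.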
pAkt inh = blocks phosphorylation of Akt; activity change, % for hits at 50 µM; Neuro2A IGF-stimulated pAkt S473 HTRF, 20 min; hits give low values; 360,000 compounds, 0.32% hits; in the data active = activity change below about -80%; inconclusive = mostly about -51% to -80%; note: % is set by controls: 0 for no effect and ±100 for the full control effect
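Neuro2A cells in DMEM with 0.5% FBS, overnight at 37 deg C, given compound at single 50 µM final, then IGF (6 nM final) for 20 min at 37 deg C. Lysed; phospho-Akt Ser473 by HTRF after 24 h, 665/615 ratio.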
aSyn yeast inh = inhibitors of alpha-synuclein toxicity in yeast; Potency, µM (doses to about 46.1 µM), for the others: at the highest dose growth rescue (activation), hits mostly activators; AID 652106; 370,000 compounds, 0.14% hits; Yeast expressing alpha-synuclein, growth rescue, BacTiter-Glo, 24 h; note: potency is the fitted concentration of half-maximal effect; % of control where 0% means no effect; nearly all actives have a fitted effect of over 65% in size
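Rescue of yeast growth: cells expressing toxic alpha-synuclein, induced in galactose at OD600 0.02, incubated with compound 24 h at 30 C. ATP luminescence quantified growth; inhibitors of toxicity appear as activators.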
PTHR1 ag = agonists of human PTHR1 parathyroid hormone receptor; Q03431; HEK293 GP2 PTHR1 cells, GloSensor cAMP luminescence, 1 h; Potency, µM (series often up to 115 µM), for the others: at the top dose activation, most hits filed as activators; 410,000 compounds, 0.075% hits; AID 743266; note: potency is the fitted concentration of half-maximal effect; nearly all actives have a fitted effect of over 55% in size; some results filed as inactive show a strong effect at the top dose; inactives centre near -15; many of its hits are not listed in these tables
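HEK-293-derived GP2 cells expressing PTHR1 and a GloSensor cAMP reporter, 3,000/well, plated overnight, given luciferin plus IBMX (each 0.5 mM as added) for 1 h at 37 °C, then compound for 1 h at 37 °C. Luminescence was read after 15 min at room temperature.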
FUS suppressor = suppressors of FUS proteinopathy in yeast; S. cerevisiae FUS-expressing, growth rescue, OD600, 24 h; Potency, µM (doses to about 76.6 µM), for inactives: top-dose growth rescue (activation), hits mostly activators; 390,000 compounds, 0.24% hits;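 note: potency is the fitted concentration of half-maximal effect; plate controls were DMSO vehicle for no effect and reference control for full effect; nearly all actives have a fitted effect of over 55% in size; some results filed as inactive show a strong effect at the top dose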
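Read-out: OD at 600 nm after 24hr at 30C, reporting rescue of FUS-induced yeast toxicity. Cells at OD 0.005 in galactose (2%) minimal medium; compounds tested in a dilution series; CP55940 titration from 92uM final as control.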
D3 antag = blocks the human D3 dopamine receptor; 360,000 compounds, 2.5% hits; D3R cells, DiscoveRx beta-arrestin luminescence, antagonist mode; hits give low values; P35462; AID 652054; max response, negative = inhibition, %; in the data active = max response below about -50%; inconclusive = no clear call, values can overlap the other calls; note: % is set by controls: 0 for no effect and ±100 for the full control effect; mostly tested at two doses, the higher about 12 µM
Target sequence (P35462 whole entry, looked up): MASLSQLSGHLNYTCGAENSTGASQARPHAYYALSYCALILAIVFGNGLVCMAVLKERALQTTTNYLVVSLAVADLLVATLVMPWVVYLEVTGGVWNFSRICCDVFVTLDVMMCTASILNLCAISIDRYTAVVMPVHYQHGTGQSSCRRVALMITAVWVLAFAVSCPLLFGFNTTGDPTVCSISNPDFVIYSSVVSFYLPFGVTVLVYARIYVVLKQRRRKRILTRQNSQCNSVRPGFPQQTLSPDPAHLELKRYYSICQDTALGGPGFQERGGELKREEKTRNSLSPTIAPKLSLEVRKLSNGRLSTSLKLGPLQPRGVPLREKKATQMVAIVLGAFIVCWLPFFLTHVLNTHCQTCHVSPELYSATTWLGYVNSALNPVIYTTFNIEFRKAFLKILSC
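Cells expressing the human receptor were seeded at 1500 cells/well, incubated overnight at 37 degrees C in 5% CO2, then exposed to library compounds with dopamine controls for 90 minutes at 37 degrees C before luminescent detection.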
Abeta rescue = restores growth of yeast expressing A-beta42 peptide | yeast expressing A-beta42, growth rescue, OD600, 48 h; response scale: 0% DMSO, 100% iron-clioquinol control | Potency, µM (top dose mostly 46.1 µM), for inactives: at the top dose growth rescue, hits mostly activators | 410,000 compounds, 0.063% hits | AID 1347071; note: potency is the fitted concentration of half-maximal effect; nearly all actives have a fitted effect of over 55% in size
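Yeast A-beta toxicity model in growth medium with pinned compounds, 48 h at 30 C; growth read as absorbance at 600 nm. Normalized to FeCl3/clioquinol equimolar mix (positive) and DMSO (negative).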
GLP-1R agonist = agonists of human GLP-1 receptor; HEK293 GLP-1R CRE-luciferase, luminescence, 4-6 h; cells express a hypersensitive GLP-1R form; AID 624172; Potency, µM (titrated, usually from 45.6 µM), for the others: top-dose activation, usual class: activators; P43220; 380,000 compounds, 0.007% hits; note: potency is the fitted concentration of half-maximal effect; % of control where 0% means no effect
Target sequence (P43220 whole entry, looked up): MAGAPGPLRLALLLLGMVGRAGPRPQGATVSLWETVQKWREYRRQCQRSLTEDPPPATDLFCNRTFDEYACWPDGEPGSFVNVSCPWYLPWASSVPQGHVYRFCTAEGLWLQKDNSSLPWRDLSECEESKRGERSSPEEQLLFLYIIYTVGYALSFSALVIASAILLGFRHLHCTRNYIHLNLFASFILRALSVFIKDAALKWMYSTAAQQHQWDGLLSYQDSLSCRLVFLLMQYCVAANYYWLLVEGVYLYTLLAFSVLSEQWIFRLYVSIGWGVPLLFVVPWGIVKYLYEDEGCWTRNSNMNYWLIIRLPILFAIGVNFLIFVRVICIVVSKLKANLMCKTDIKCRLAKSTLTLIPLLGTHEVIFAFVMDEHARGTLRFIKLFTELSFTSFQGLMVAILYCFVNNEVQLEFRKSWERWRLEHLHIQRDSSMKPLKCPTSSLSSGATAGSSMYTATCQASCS
GLP1R inv ag = GLP-1 receptor (human) inverse agonism; P43220; HEK293 GLP-1R CRE-luciferase, luminescence, 24 h; GLP-1R form is constitutively active; Potency, µM (doses to about 38.3 µM), for the others: at the highest dose activity change, negative = inhibition, usual class: inhibitors; 410,000 compounds, 1.6% hits; note: potency is the fitted concentration of half-maximal effect; % is set by controls: 0 for no effect and ±100 for the full control effect; nearly all actives have a fitted effect of over 55% in size
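Stable HEK293 clone (constitutively active GLP-1R + cAMP-response luciferase); 200 cells/uL plated, 12 h pre-culture, compound 24 hr, 37 deg C/5% CO2; detection reagent 12 min RT; luminescence.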
* marks the source's active call; other numbers are inactive results; i = inactive; ? = inconclusive; . = not tested or not shown; & = joins results of further samples; [ ] = another dose, or the depositor's remark. Unless noted, calls come from the whole dose curve; as a rule, active = well fitted curve in the direction sought with a large enough effect; inconclusive = small, poorly fitted or top-dose-only effect, or another doubt; inactive = no such curve, though single readings can be large; an effect the other way counts as inactive or inconclusive.

SMILES | TDP43 rescue | pAkt inh | aSyn yeast inh | PTHR1 ag | FUS suppressor | D3 antag | Abeta rescue | GLP-1R agonist | GLP1R inv ag
CCN(CC)C(=O)CCC(=O)Nc1ccc(C(=O)OC)cc1 | -11% | i | 2% | i | -6% | -5 | 9% | 0% | 5%
O=C1C2C3CCC(C3)C2C(=O)N1CNc1ccc(F)cc1 (stereo unspecified) | 22% | i | -1% | i | -2% | 7 | 13% | -12% | -16%
Cc1ccc(/C=C/C(=O)Nc2ccc(S(=O)(=O)Nc3onc(C)c3C)cc2)cc1 | 6% | i | 8% | i | 33% | 5 | 1% | -1% | -3%
O=C(CSc1nc(-c2ccc(F)cc2)cc(C(F)(F)F)n1)NCCN1CCOCC1 | -7% | i | -16% | i | -17% | 19 | -7% | 2% | -15%
CCCC(=O)Nc1nc(-c2ccc3c(c2)CCN3S(C)(=O)=O)cs1 | -22% | i | -2% | -41%[inhibitor] | 9% | -4 | -6% | 7% | 46%[activator]
CCOC(=O)c1cc(-c2cccc(C(F)(F)F)c2)nc2nc(SC)[nH]c(=O)c12 | 12% | i | 3% | -31% | 5% | 24 | 19% | ? | 17%
Cc1cccc(N(CC(=O)NC2CCCC2)C(=O)CS(=O)CC(=O)Nc2ccc3c(c2)OCO3)c1C (stereo unspecified) | 4% | i | 1% | i | 13% | 10 | 18% | 16% | -17%
CC(C)c1ccc(OCCCN2CCCC2)cc1 | 5% | i | -2% | -17% | -3% | ? | 0% | -2% | ?
CCCN(C(=O)c1cc(S(=O)(=O)N(C)c2ccccc2OC)ccc1C)C1CCS(=O)(=O)C1 (stereo unspecified) | -4% | i | -7% | -17% | 17% | -21 | 6% | -2% | 15%
COc1cc(/C=C/C(=O)OCC(=O)NCCc2ccc(S(N)(=O)=O)cc2)ccc1OCC#N | -7% | i | 8% | i | 10% | 12 | 1% | 17% | 55%[activator]
Cc1csc(SCC(=O)Nc2ccc(F)cc2Cl)n1 | 18% | i | -3% | -14% | -10% | -4 | 16% | 20% | ?
Cc1nc2c(=O)n(C)c(=O)[nH]c2n1Cc1ccccc1 | 9% | i | -1% | i | -1% | -62* | -14% | 0% | 5%
COc1ccc(OC)c(C(=O)COC(=O)COc2ccccc2F)c1 | 27% | i | 9% | i | 5% | 24 | -3% | -13% | 9%
C=CCN1C(=O)c2ccccc2Sc2ccc(C(=O)NC(C)C)cc21 | -4% | i | 9% | i | 4% | -17 | -5% | -1% | -27%
NC(=O)C1CCN(C(c2ccccc2Cl)c2nnnn2CC2CCCO2)CC1 (stereo unspecified) | 0% | i | 0% | -4% | -10% | 11 | 14% | -2% | 3%
O=C(Nc1ccc(C(O)(C(F)(F)F)C(F)(F)F)cc1)c1ccc(Cl)c([N+](=O)[O-])c1 | 13% | i | -5% | -52%[inhibitor] | 5% | ? | -95%[inhibitor] | -38%[inhibitor] | ?
FC(F)(F)c1cccc(-c2nc3nc(Cl)c(Cl)nc3[nH]2)c1 | -10% | i | -13%&-7% | -91%[inhibitor] | -19% | -4 | -6% | -4% | ?
COc1cc(NC(=O)CSc2nnc3ccc(-c4cccnc4)nn23)cc(OC)c1 | -2% | i | -1% | i | 6% | 38 | 1% | -10% | 40%[activator]
COc1ccccc1/C=C/C(=O)NCC(=O)N/N=C(/C)c1ccc(Cl)cc1 | 8% | i | 1% | i | -6% | -1 | . | -1% | ?
CCOc1nc2ccccc2nc1NS(=O)(=O)c1ccc(Cl)cc1 | 2% | i | -2% | -22% | -11% | 6 | 1% | -4% | ?
O=C(CNc1cccc2ccccc12)N/N=C/c1ccc(C(=O)O)cc1 | 20% | i | 1% | -70%[inhibitor] | . | ? | 5% | -12% | 24%
CCCn1c(=O)n(C)c(=O)c2c(SC(C)C(=O)NCC3CCCO3)nc(CC(C)C)nc21 (stereo unspecified) | 19% | i | 2% | -1% | 17% | 5 | 4% | 3% | -16%
COc1cc(F)ccc1-c1csc(C(O)c2ccc(F)cc2)n1 (stereo unspecified) | ? | i | 0% | -29% | 1% | -25 | ? | -1% | ?
CCOc1ccc2[nH]c3nc(SCC(=O)NC4CCCC4)nnc3c2c1 | 0% | i | -1% | i | -5% | 4 | 8% | 1% | -1%
Cc1ccc(OCC(=O)NNC(=O)c2cccnc2)cc1C | -18% | i | 0% | -10% | -4% | -8 | -6% | 0% | 6%

An excerpt from above in order of length of the SMILES, ascending:
SMILES | TDP43 rescue | pAkt inh | aSyn yeast inh | PTHR1 ag | FUS suppressor | D3 antag | Abeta rescue | GLP-1R agonist | GLP1R inv ag
CC(C)c1ccc(OCCCN2CCCC2)cc1 | 5% | i | -2% | -17% | -3% | ? | 0% | -2% | ?
Cc1nc2c(=O)n(C)c(=O)[nH]c2n1Cc1ccccc1 | 9% | i | -1% | i | -1% | -62* | -14% | 0% | 5%
COc1ccc(OC)c(C(=O)COC(=O)COc2ccccc2F)c1 | 27% | i | 9% | i | 5% | 24 | -3% | -13% | 9%
O=C(CNc1cccc2ccccc12)N/N=C/c1ccc(C(=O)O)cc1 | 20% | i | 1% | -70%[inhibitor] | . | ? | 5% | -12% | 24%
NC(=O)C1CCN(C(c2ccccc2Cl)c2nnnn2CC2CCCO2)CC1 (stereo unspecified) | 0% | i | 0% | -4% | -10% | 11 | 14% | -2% | 3%
COc1cc(NC(=O)CSc2nnc3ccc(-c4cccnc4)nn23)cc(OC)c1 | -2% | i | -1% | i | 6% | 38 | 1% | -10% | 40%[activator]
O=C(CSc1nc(-c2ccc(F)cc2)cc(C(F)(F)F)n1)NCCN1CCOCC1 | -7% | i | -16% | i | -17% | 19 | -7% | 2% | -15%
COc1cc(/C=C/C(=O)OCC(=O)NCCc2ccc(S(N)(=O)=O)cc2)ccc1OCC#N | -7% | i | 8% | i | 10% | 12 | 1% | 17% | 55%[activator]
Cc1cccc(N(CC(=O)NC2CCCC2)C(=O)CS(=O)CC(=O)Nc2ccc3c(c2)OCO3)c1C (stereo unspecified) | 4% | i | 1% | i | 13% | 10 | 18% | 16% | -17%

Next section:
SMILES | TDP43 rescue | pAkt inh | aSyn yeast inh | PTHR1 ag | FUS suppressor | D3 antag | Abeta rescue | GLP-1R agonist | GLP1R inv ag
CN(C(=O)c1cc2c(s1)-c1ccccc1S(=O)(=O)C2)c1ccccc1F | -29% | i | -8% | -30% | 15% | 4 | -22% | 25% | 3%
CC(=NNC(=S)Nc1cccc(Cl)c1)c1ccccn1 | ? | i | ? | -27% | . | -5 | -83%[inhibitor] | 9% | -58%
CC(=O)N/C(=C/c1ccc2c(c1)OCO2)C(=O)O | 10% | i | -1% | -7% | -10% | 8 | -7% | 1% | 0%
COc1cccc(-n2c(Cc3cc(=O)[nH]c(=O)[nH]3)nnc2SCc2cccc(C(F)(F)F)c2)c1 | 1% | i | -1% | i | 13% | 19 | -2% | 9% | 14%
N#Cc1c(-c2ccc3c(c2)OCO3)ccn2nc(-c3cccc(C(F)(F)F)c3)nc12 | 0% | i | -1% | i | 14% | 24 | -4% | -12% | -1%
CCn1c(SCC(=O)N/N=C/c2ccc(C)o2)nnc1-c1ccc(C(C)(C)C)cc1 | -5% | i | -5% | -25% | ? | 7 | 13% | 0% | -18%
Cc1cc2c(NC(=O)CCCC(=O)O)cccc2nn1 | 4% | i | -6% | -3% | 34% | -7 | 6% | -2% | -5%
CCOC(=O)Cn1c(=O)oc2cc(S(=O)(=O)N3CCN(c4cccc(C)c4C)CC3)ccc21 | 20% | . | . | i | 19% | . | ? | . | -22%
CN1C(=O)NC(c2cccc([N+](=O)[O-])c2)C2=C1CCCC2=O (stereo unspecified) | 5% | i | 3% | -15% | -29% | 11 | 1% | 1% | 12%
CC(C)(C)C(=O)C[n+]1cccc(C(N)=O)c1 | 21% | i | 11% | -2% | 3% | 1 | -5% | 1% | 15%
CC(=O)c1cccc(N(CC(=O)Nc2ccc(S(=O)(=O)N3CCOCC3)cc2)S(C)(=O)=O)c1 | -24% | i | -1% | -4% | 12% | -3 | -10% | 13% | 30%
CCOC1=C2[C@@H](CN(S(=O)(=O)c3ccc(C)cc3)[C@H]2c2ccccc2)[C@H]2C(=O)N(Cc3ccccc3)C(=O)[C@H]2C1 | 16% | i | 4% | i | -4% | 16 | -4% | -4% | 20%
COc1ccc(-c2cc3nc(C)cc(N4CCN(C(=O)c5ccoc5)CC4)n3n2)cc1 | ? | i | -1% | i | 9% | 27 | 5% | 1% | 14%
COc1cc(C(=O)NCCc2nc3ccccc3n2C)cc(OC)c1OC | -12% | i | 1% | -13%[57.5 µM] | -27% | 9 | 2% | -3% | -3%
CCOC(=O)CCCCC1C(CCCC(=O)OCC)C=NN1C (stereo unspecified) | -31%[inhibitor] | i | 1% | 18% | . | 0 | 0% | -4% | ?
COc1cccc(-c2csc(N3CCN(C(=S)Nc4ccccc4C)CC3)n2)c1 | ? | i | -1% | i | 40% | 0 | 13% | -6% | ?
C=CCN(C(=O)c1ccc2c(c1)nnn2C)c1ccccc1 | -1% | i | 0% | i | -4% | 0 | 6% | 3% | 7%
C/C(=N\NC(=O)C1=NNC(=O)C1C)c1cccs1 (stereo unspecified) | -23% | i | -1% | i | 4% | 10 | -12% | 0% | -21%
CCOc1ccc(S(=O)(=O)Nc2cccc(OC)c2)c2cccnc12 | -3% | . | . | -33%[inhibitor] | 18% | . | -12% | 2% | 14%

Bioassay records (PubChem)

Only part of the results is shown (hit frequency here may not be typical).
